# PLK1 PBD inh – qHTS for Inhibitors of PLK1-PDB (polo-like kinase 1 - polo-box domain): Primary Screen. Serine/threonine-protein kinase PLK1 (Homo sapiens), P53350. 2.8% of 360,000 active. AID 720504, 2013. Potency, µM, for inactives: max response, negative = inhibition, actives largely listed as inhibitors. Plk1 PBD binding of FITC phosphopeptide, fluorescence polarization; also: potency is read from the fitted curve at half-maximal effect; series mostly up to about 57 µM; % is scaled to controls: 0 for no effect and ±100 for the full control effect; nearly all actives have a fitted effect of over 65% in size
# WRN inhibitor – qHTS for Inhibitors of WRN Helicase; Bifunctional 3'-5' exonuclease/ATP-dependent helicase WRN (Homo sapiens), Q14191; WRN helicase unwinding, fluorescent forked duplex, kinetic; Potency, µM (titrated, usually from 114 µM), without a hit: at the highest dose activity change, negative = inhibition, usual class: inhibitors; 0.46% of 360,000 active; AID 651768, 2012; also: potency is read from the fitted curve at half-maximal effect; % is scaled to controls: 0 for no effect and ±100 for the full control effect; nearly all actives have a fitted effect of over 55% in size
#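 Fluorescence dequenching readout, ex 525 nm/em 598 nm, kinetic mode: forked duplex DNA (100 nM final) with adjacent fluorophore and quencher unwound by WRN (20 nM final) with 2 mM ATP. Compound preincubation 15 min, room temperature.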
# PI5P4K alpha inh – qHTS for Inhibitors of phosphatidylinositol 5-phosphate 4-kinase (PI5P4K) | PI5P4Kalpha enzyme, ADP-Glo luminescence, 60 min; active compounds read low | max response, % | 1.2% of 330,000 active | AID 652105, 2013; active = max response of -50% or lower; inconclusive = between -30% and -50%; inactive = -30% or higher; also: value at the top dose of about 77 µM; % is scaled to controls: 0 for no effect and ±100 for the full control effect
#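 Quantitative HTS of the MLSMR library against PI5P4Kalpha with substrate. ATP added last at 5 microM final; room temperature, 60 minutes. Remaining ATP depleted, ADP converted and read as luminescence.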
# CCT chaperon mod – High-Throughput Screening for Modulators of Cytosolic Chaperonin Activity | purified chaperonin ATPase assay, HTRF ADP detection, 30 min | activity change, % (test concentration not listed), hits read low | 0.3% of 360,000 active | AID 651819, 2012; in the data active = activity change below about -30%; also: % is scaled to controls: 0 for no effect and ±100 for the full control effect
#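 Nucleotide hydrolysis assay: TRiC at 20–40 nM final (set by batch activity) with 10 uM ATP, 30 min at 37 °C, in presence of 76 uM compound. Detection by competitive ADP HTRF, 30 min ambient.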
# IL2 activator – qHTS of IL-2 Activators. IL-2 activation reporter assay, cell-based qHTS; stimulated with anti-CD3/CD4/CD28 beads; in transgenic mouse T cells. activation, % (series mostly up to about 46 µM). 0.065% of 360,000 active; in the data active = activation above about 50%; inconclusive = mostly about 30% to 49%; also: 0% is about no effect
#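 EGFP and DsRed fluorescence is measured by plate cytometry in unstimulated transgenic mouse T cells exposed to compound for 60 minutes, then stimulated 18 hours at 37 degrees C with anti-CD3/anti-CD4 beads plus anti-CD28.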
# EPAC1 antag – qHTS for Antagonist of cAMP-regulated guanine nucleotide exchange factor 3 (EPAC1): primary screen; 0.14% of 360,000 active; EPAC1 GEF assay, Rap1b-BODIPY-GDP exchange fluorescence; Rap guanine nucleotide exchange factor 3 (Homo sapiens), O95398; Potency, µM (titrated, usually from 115 µM), without a hit: at the top dose activity change, negative = inhibition, usual class: inhibitors;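 also: potency is read from the fitted curve at half-maximal effect; plate controls were vehicle for no effect and positive control for full effect; nearly all actives have a fitted effect of over 50% in size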
# Target sequence (O95398 whole entry, looked up): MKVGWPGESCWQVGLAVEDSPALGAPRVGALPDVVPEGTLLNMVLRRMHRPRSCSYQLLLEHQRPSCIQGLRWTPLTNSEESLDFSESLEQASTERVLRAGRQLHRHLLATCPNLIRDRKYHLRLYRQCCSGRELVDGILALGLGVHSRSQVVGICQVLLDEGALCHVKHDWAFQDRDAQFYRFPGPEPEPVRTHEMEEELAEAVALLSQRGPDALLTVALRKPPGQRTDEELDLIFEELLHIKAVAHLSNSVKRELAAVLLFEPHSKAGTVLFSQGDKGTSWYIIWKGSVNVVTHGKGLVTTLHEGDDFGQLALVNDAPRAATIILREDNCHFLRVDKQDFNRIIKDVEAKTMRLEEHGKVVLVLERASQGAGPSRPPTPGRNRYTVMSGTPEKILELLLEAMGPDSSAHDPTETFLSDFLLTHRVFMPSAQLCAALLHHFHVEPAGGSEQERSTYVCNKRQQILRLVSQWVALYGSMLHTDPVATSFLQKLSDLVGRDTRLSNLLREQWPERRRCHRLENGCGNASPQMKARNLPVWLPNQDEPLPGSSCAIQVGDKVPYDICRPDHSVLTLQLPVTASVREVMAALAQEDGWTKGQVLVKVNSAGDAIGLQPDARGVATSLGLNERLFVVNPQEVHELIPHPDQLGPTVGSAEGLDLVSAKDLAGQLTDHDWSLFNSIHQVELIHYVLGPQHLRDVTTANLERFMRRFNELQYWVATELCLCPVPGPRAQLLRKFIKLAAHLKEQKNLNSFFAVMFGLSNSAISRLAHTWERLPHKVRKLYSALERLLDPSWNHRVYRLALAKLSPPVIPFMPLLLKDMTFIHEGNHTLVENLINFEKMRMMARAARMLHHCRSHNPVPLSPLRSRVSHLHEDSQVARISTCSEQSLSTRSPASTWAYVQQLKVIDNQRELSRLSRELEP
# EPAC2 ag – qHTS for Agonist of cAMP-regulated guanine nucleotide exchange factor 4 (EPAC2): primary screen | Rap guanine nucleotide exchange factor 4 (Homo sapiens), Q8WZA2 | EPAC2 activation, biochemical qHTS; response scale: 100% = 6.5 mM cAMP response | Potency, µM (highest dose often 154 µM), for the others: top-dose activation, hits mostly activators | 0.079% of 360,000 active | AID 720711, 2013; also: potency is read from the fitted curve at half-maximal effect; nearly all actives have a fitted effect of over 50% in size
#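 Setup: EPAC2 100 nM, labeled Rap1B complex 250 nM, free GDP 50 uM. Compound titrations pinned in, brief spin, 5 min room temperature incubation. Kinetic fluorescence read over 30 min, normalized to 6.5 mM cAMP.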
# EPAC1 agonist – qHTS for Agonist of cAMP-regulated guanine nucleotide exchange factor 3 (EPAC1): primary screen. EPAC1 agonist qHTS, biochemical assay; response scale: 100% = response to 6.5 mM cAMP. 0.073% of 360,000 active. Rap guanine nucleotide exchange factor 3 (Homo sapiens), O95398. Potency, µM (doses to about 154 µM), for inactives: at the top dose activation, hits mostly activators; also: potency is read from the fitted curve at half-maximal effect; nearly all actives have a fitted effect of over 60% in size
#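 Read-out is the fluorescence drop as BODIPY-GDP leaves Rap1B (480 nm excitation, 540 nm emission), recorded every 5 minutes over 30 minutes. Reactions held 100 nM EPAC1, 250 nM Rap1B–BODIPY-GDP and 50 uM GDP, with 6.5 mM cAMP setting full activation.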
# Active calls of the source: *; ? = inconclusive; nt = not tested or not shown; [ ] = another dose, or the depositor's remark. Unless noted, calls follow the shape of the dose curve; as a rule, active = well fitted curve in the direction sought with a large enough effect; inconclusive = small, poorly fitted or top-dose-only effect, or another doubt; inactive = no such curve, though single readings can be large; an effect the other way counts as inactive or inconclusive. A portion of the library. The share of hits here may be higher or lower than overall.
SMILES,PLK1 PBD inh,WRN inhibitor,PI5P4K alpha inh,CCT chaperon mod,IL2 activator,EPAC1 antag,EPAC2 ag,EPAC1 agonist
O=c1cc(-c2ccccc2Cl)oc2c(Br)ccc(O)c12,1.4%,6.6%,1.9,-1.4,0.1,-1.6%,-0.3%,-5.5%
Cc1c(NC(=O)CCSCCc2ccccn2)cccc1[N+](=O)[O-],-0.6%,-2.2%,4.3,-2.7,-1.6,-18.7%,-3.8%,-9.3%
COc1ccc(CCn2c(C(C)C)nc3oc4ccccc4c(=O)c3c2=O)cc1,-6.2%,-1.1%,-6.5,-0.6,1.2,-7.7%,5.6%,-0.6%
O=C(c1ccc(Br)o1)N(c1ccccn1)C1CCCCC1,9.9%,-23.2%[57.1 µM],6.6,-2.2,0.1,23.2%,0.7%,-1.6%
COc1cccc(N=C2SC(CC(=O)Nc3ccccc3)C(=O)N2Cc2ccccn2)c1 (configuration not stated),-5.1%,-21.6%,-4.8,0.1,-3.7,-9.4%,6.3%,11.7%
Cc1ccc(Cn2cccc(-c3nc4ccccc4s3)c2=O)cc1,-5.0%,-22.9%,nt,-1.0,-1.2,-13.3%,-12.1%,0.9%
O=C(CNS(=O)(=O)c1c(F)cccc1F)NC1CCCc2ccccc21 (configuration not stated),-2.1%,4.1%,-12.3,-1.8,-0.5,0.0%,7.4%,-10.1%
O=C(Nc1ccccc1)c1ccccc1OCC(O)CN1C(=O)c2ccccc2S1(=O)=O (configuration not stated),-4.6%,6.5%,nt,-0.8,-1.8,0.7%,17.4%,9.8%
COc1ccc(CCNC(=O)c2cn(C)c3ccc(S(=O)(=O)N4CCOCC4)cc3c2=O)cc1OC,0.4%,-6.3%,2.2,1.9,-3.2,3.8%,-5.5%,-15.1%
NC(=Nc1ccc(N)cc1)C(N)=Nc1ccc(N)cc1,1.7%,1.9%,-10.5,0.9,0.5,12.2%,3.5%,4.1%
CC(=O)NC(C(=O)NCC(N)=O)C(C)C (configuration not stated),-5.2%,-1.5%,nt,-1.7,-2.0,2.4%,4.3%,-2.2%
NC(=O)COC(=O)C1CSC2(c3ccc(F)cc3)CCC(=O)N12 (configuration not stated),-5.4%,9.2%,-7.0,-1.5,-2.7,-1.4%,10.5%,6.9%
Cc1[nH]c(=O)[nH]c(=O)c1S(=O)(=O)Nc1ccc(F)cc1F,-1.6%,1.6%,-3.3,0.2,0.1,7.2%,6.6%,8.5%
C(=N\N1CCN(c2ccccc2)CC1)/c1ccccc1,4.3%,-9.6%,-3.0,-1.0,2.9,5.4%,-2.7%,-2.6%
NNC(=O)c1nc(-c2ccccc2)n2c1CCCCC2,-6.9%,6.3%,nt,-0.4,1.0,7.3%,1.9%,4.4%

# Retrieved by structure from the entries so far (six):
SMILES,PLK1 PBD inh,WRN inhibitor,PI5P4K alpha inh,CCT chaperon mod,IL2 activator,EPAC1 antag,EPAC2 ag,EPAC1 agonist
O=C(CNS(=O)(=O)c1c(F)cccc1F)NC1CCCc2ccccc21 (configuration not stated),-2.1%,4.1%,-12.3,-1.8,-0.5,0.0%,7.4%,-10.1%
NC(=Nc1ccc(N)cc1)C(N)=Nc1ccc(N)cc1,1.7%,1.9%,-10.5,0.9,0.5,12.2%,3.5%,4.1%
COc1cccc(N=C2SC(CC(=O)Nc3ccccc3)C(=O)N2Cc2ccccn2)c1 (configuration not stated),-5.1%,-21.6%,-4.8,0.1,-3.7,-9.4%,6.3%,11.7%
COc1ccc(CCNC(=O)c2cn(C)c3ccc(S(=O)(=O)N4CCOCC4)cc3c2=O)cc1OC,0.4%,-6.3%,2.2,1.9,-3.2,3.8%,-5.5%,-15.1%
NC(=O)COC(=O)C1CSC2(c3ccc(F)cc3)CCC(=O)N12 (configuration not stated),-5.4%,9.2%,-7.0,-1.5,-2.7,-1.4%,10.5%,6.9%
Cc1[nH]c(=O)[nH]c(=O)c1S(=O)(=O)Nc1ccc(F)cc1F,-1.6%,1.6%,-3.3,0.2,0.1,7.2%,6.6%,8.5%

# Later entries:
SMILES,PLK1 PBD inh,WRN inhibitor,PI5P4K alpha inh,CCT chaperon mod,IL2 activator,EPAC1 antag,EPAC2 ag,EPAC1 agonist
CN(CC(=O)Nc1ccccc1C(F)(F)F)C(=O)c1cc([N+](=O)[O-])ccc1N1CCOCC1,-2.2%,-15.7%,5.7,-0.8,-2.4,-14.0%,-1.2%,-2.7%
Cc1nc(C(F)(F)F)ccc1C(=O)N1CCC(C)(C(=O)O)C1 (configuration not stated),-1.4%,1.6%,-1.8,-1.6,-0.3,-1.8%,10.6%,5.2%
C=CCn1c(SCC(=O)Nc2cc(C)on2)nc2c([nH]c3ccccc32)c1=O,-0.9%,-6.4%,-8.1,-0.4,1.0,-1.1%,3.6%,-1.4%
N=c1sccn1CC(=O)Nc1cccc(Oc2ccccc2)c1,-2.8%,0.4%,2.7,-2.5,-1.3,1.6%,-1.3%,-5.0%
CC(C)N(C(=O)[C@H]1C[C@H](CC(=O)NCCc2ccccn2)C(=O)N2CCc3c([nH]c4cc(-c5ccco5)ccc34)[C@]12C)C(C)C,-5.2%,-3.0%,1.5,-1.1,-0.5,-15.8%,5.6%,-2.5%
Clc1ccccc1CN1CCN(/N=C/c2ccncc2)CC1,-2.9%,-1.6%,0.1,-1.5,0.3,-5.2%,10.3%,0.3%
CC(=O)Nc1c(C)nn(C(C)=O)c1C,-3.8%,-8.5%,-3.5,1.1,-0.6,-15.3%,3.2%,8.2%
C/C(NC(=O)c1cccc(F)c1)=C1/C(=O)C[C@@H]2[C@H]1C2(C)C,-4.8%,-7.5%,14.2,-1.4,-1.5,1.9%,8.6%,2.9%
CCN(CC)S(=O)(=O)c1cc(NC(=O)Cn2cnc3ccccc3c2=O)ccc1C,-5.0%,0.4%,nt,-1.6,-1.8,3.8%,20.9%,8.5%
c1cncc(CNc2c3c(nc4nnnn24)CCCC3)c1,-6.2%,-2.8%[57.1 µM],0.3,1.1,3.0,0.0%,0.5%,12.4%
CCOc1ccc2c(c1)OC(c1ccccc1)(C(F)(F)F)NC2=O (configuration not stated),2.9%,2.6%,7.9,-2.9,0.3,-5.9%,5.5%,-8.3%
O=C(NC1=NCCS1)c1csc2ccccc12,?,7.0%,nt,-0.2,-0.8,-2.1%,9.3%,4.4%
COCC(=O)NC1(c2nnnn2CCOC(=O)Nc2ccc(Cl)cc2)CCCCC1,3.1%,6.0%,-2.7,-6.3,-0.8,1.6%,2.3%,-2.0%
O=S(=O)(Nc1cc(Cl)ccn1)c1ccc(Cl)cc1,-15.5%,-3.8%,nt,-3.4,-3.7,1.8%,11.9%,2.2%
CN(C)c1ccccc1C(=O)N1CCC(n2nccc2NC(=O)C2CC2)CC1,-0.2%,0.2%,-0.1,2.8,-1.8,6.7%,-4.5%,1.3%
COc1ccc(CCN2C(=O)C3C4CC(C5C(C(=O)NN)=NOC45)C3C2=O)cc1OC (configuration not stated),-3.4%,-25.7%[57.1 µM],-7.7,1.0,-1.1,-4.7%,-9.3%,-7.0%
Cc1ccc(NC(=O)C(Nc2cccc(C)c2)c2ccccc2)cc1 (configuration not stated),2.5%,-9.1%,1.9,-2.5,1.3,-9.7%,6.1%,2.6%
COc1ccc(N2CCN(C(=O)Nc3ccccc3Cl)CC2)cc1,-0.2%,3.1%,1.3,1.8,0.2,11.5%,5.1%,-3.6%
O=C(c1ccccc1)c1cc2ccccc2oc1=O,-0.2%,-2.9%,7.7,-0.6,0.4,-21.3%,1.7%,19.7%
O=C(O)CC(CC(=O)Nc1ccc(F)c(Cl)c1)c1ccc(Cl)cc1Cl (configuration not stated),-1.2%,-33.8%,0.9,-2.2,1.2,8.1%,2.1%,-2.1%
CCCC(=O)NCc1nc2ccccc2n1C,-5.4%,-0.7%,nt,-1.7,1.4,-0.4%,-2.7%,2.5%
O=C(CN1C(=O)NC(c2ccc(F)cc2)C1=O)NC1CCCCC1 (configuration not stated),0.6%,-1.5%,2.1,1.3,-2.0,3.8%,-10.5%,3.4%
O=C(NC1=NCCS1)C12CC3CC(CC(C3)C1)C2,6.8%,-1.7%,-0.3,2.2,0.0,-16.7%,5.8%,5.7%
CCC(C(=O)NC(C)(C)C)n1c(-c2ccccc2)nc2ccccc21 (configuration not stated),0.0%,-1.2%,1.8,nt,2.7,-11.7%,5.5%,0.7%
O=C(COC(=O)c1ccc(Cl)nc1)NC(=O)c1ccccc1,-1.6%,-13.5%,-11.0,0.5,-3.3,0.7%,2.8%,7.8%
N#C/C(=C\c1cccs1)C(=O)NCc1cccnc1,-7.0%,1.6%,0.3,-0.4,1.0,4.6%,7.5%,2.5%
O=C(c1ccccc1)C1CCN(C(=O)c2ccco2)CC1,-5.6%,3.2%,4.4,1.4,0.9,-6.5%,3.1%,2.7%
COc1ccc2cc(Br)ccc2c1CC(=O)N1CCCC1,-12.8%,?,11.6,-0.6,2.2,6.7%,10.4%,9.8%
CC(=O)COC(=O)C1CC(=O)N(c2ccc(C)c(C)c2)C1 (configuration not stated),?,3.2%,4.8,-0.1,0.7,-14.8%,7.8%,9.3%
CCCN(C(=O)COC(=O)CCOc1ccccc1)c1c(N)n(Cc2ccccc2)c(=O)[nH]c1=O,6.5%,-7.5%,5.9,0.2,-0.8,-7.4%,-2.7%,-11.6%
CCNC(=S)N(CCc1c(C)[nH]c2ccc(Cl)cc12)Cc1cccnc1,-14.1%,8.1%,-0.8,1.2,-0.2,-6.7%,16.7%,14.0%
O=C(CCCC(=O)N(CC(=O)NC1CCCCC1)c1ccccc1F)Nc1ccccn1,-6.1%,-2.4%,2.7,-1.1,-0.1,7.0%,9.4%,1.8%
CCS(=O)(=O)N1CCC(NC(=O)C2CCCCC2)CC1,-12.7%,0.9%,1.7,1.7,0.6,-0.7%,3.3%,11.5%
O=C(CCNS(=O)(=O)c1ccc2[nH]c(=O)oc2c1)Nc1ccccc1,-13.6%,-10.5%,-8.1,-2.0,-3.8,?,5.0%,-5.3%
CN1CCN(c2ccc([N+](=O)[O-])c(-n3nc(-c4ccccc4)c4ccccc4c3=O)c2)CC1,-0.5%,-0.1%,12.4,1.3,-0.7,-10.2%,19.2%,-5.9%
